Kir21 inh: Kir2.1 (mouse) channel inhibition. P35561. HEK293-Kir2.1, FluxOR thallium flux fluorescence; hits give low values. B-score at 10 µM. 310,000 tested, 0.85% active;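 active = fluorescence ratio B-score at or below minus 3 SD of library scores, with starting-brightness B-score within 2 SD, cut at about -4.2 in these data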;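 note: channel flux triggered by added potassium and thallium sulfate stimulus; B-score of peak minus minimum fluorescence over baseline after thallium stimulus; more negative B-score means stronger Kir2.1 block with less thallium influx; some compounds called inactive have numbers as strong as hits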
Target sequence (P35561 whole entry, looked up): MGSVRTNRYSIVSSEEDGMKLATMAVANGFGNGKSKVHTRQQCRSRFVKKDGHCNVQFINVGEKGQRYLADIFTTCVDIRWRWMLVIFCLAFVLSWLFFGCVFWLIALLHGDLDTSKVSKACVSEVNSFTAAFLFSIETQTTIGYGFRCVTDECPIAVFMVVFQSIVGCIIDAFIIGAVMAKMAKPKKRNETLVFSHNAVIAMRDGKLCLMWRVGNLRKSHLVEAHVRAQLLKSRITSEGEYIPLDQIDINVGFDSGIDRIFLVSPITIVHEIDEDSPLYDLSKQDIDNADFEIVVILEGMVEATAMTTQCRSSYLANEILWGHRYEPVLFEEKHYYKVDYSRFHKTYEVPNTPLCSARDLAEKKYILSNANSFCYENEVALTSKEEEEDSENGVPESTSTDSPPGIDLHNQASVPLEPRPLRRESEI
STK33 inh: inhibitors of human STK33 kinase | Q9BYT3 | purified STK33, MBP phosphorylation, ADP-Glo luminescence | inhibition, % at 10 µM | 320,000 tested, 0.073% active;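 active = inhibition at or above 25%, using the most active replicate where run in duplicate; inactive = inhibition below 25%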
Target sequence (Q9BYT3 whole entry, looked up): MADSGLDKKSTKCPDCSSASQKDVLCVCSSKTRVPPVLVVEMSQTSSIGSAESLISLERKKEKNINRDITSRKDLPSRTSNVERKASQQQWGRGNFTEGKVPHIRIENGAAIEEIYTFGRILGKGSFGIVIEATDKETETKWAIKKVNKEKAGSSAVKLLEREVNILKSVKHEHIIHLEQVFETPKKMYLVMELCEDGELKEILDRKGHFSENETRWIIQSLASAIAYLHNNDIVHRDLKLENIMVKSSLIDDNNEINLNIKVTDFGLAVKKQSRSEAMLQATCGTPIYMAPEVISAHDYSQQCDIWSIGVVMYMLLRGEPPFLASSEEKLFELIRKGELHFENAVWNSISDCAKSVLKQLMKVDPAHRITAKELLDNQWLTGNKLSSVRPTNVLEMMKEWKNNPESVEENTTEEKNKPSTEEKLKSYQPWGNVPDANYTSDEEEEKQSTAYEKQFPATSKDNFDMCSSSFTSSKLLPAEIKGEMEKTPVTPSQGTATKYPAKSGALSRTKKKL
* marks the source's active call; other numbers are inactive results; nt = not tested or not shown.

The line under a structure holds: Kir21 inh, STK33 inh
> O=C(NCc1n[nH]c(=S)n1-c1ccc(Cl)c(Cl)c1)c1cccs1
    1.9, 0.4
> CCC1Cc2c(nc(N)c3c(N)nc(N4CCCCC4)c(C#N)c23)O1 (stereo not given)
    1.1, 0.2
> CCCCN(C)C(=O)c1cn(CC)c2nc(C)ccc2c1=O
    1.7, 1.9
> COc1ccc(S(=O)(=O)N2CCCCCC2)cc1C(=O)N(C)CC(=O)Nc1cc(C)ccc1C
    -2.7, 3.5
> CCOC(=O)c1ccc(NC(=O)CSc2nc(N)c(NC(=O)c3ccc(Br)o3)c(=O)[nH]2)cc1
    0.44, -1.3
> CCN(C(=O)/C=C/c1ccc(OC)cc1)C1CCCCC1
    0.52, 0.0
> CC(=O)Nc1cccc(NC(=O)CS(=O)(=O)c2cn(CC(=O)N(C(C)C)C(C)C)c3ccccc23)c1
    -0.45, 0.4
> CC(C)(CO)NCc1ccccc1OCC(=O)Nc1ccccc1
    -0.12, -0.5
> CCOC(=O)c1c(-c2ccc(C)cc2)csc1NC(=O)CCSc1nnc2ccccn12
    0.47, -0.3
> CCCC(=O)Nc1ccc(C(=O)NNC(=S)NC(=O)c2ccc(Br)o2)cc1
    -0.79, -1.2
> Cc1ccc(S(=O)(=O)NCCc2ccncc2)cc1[N+](=O)[O-]
    -0.86, 0.2
> CCCNC(=O)C(Cc1ccccc1)NS(=O)(=O)c1cccc2nsnc12 (stereo not given)
    1.3, -1.6
> Cc1ccccc1-c1nc(CS(=O)(=O)CC(=O)NC(C)c2ccccc2)c(C)o1 (stereo not given)
    -0.37, 0.1
> CCN(CC(=O)Nc1ccc(NC(C)=O)cc1)C(=O)/C=C/c1ccco1
    0.35, -0.4
> Cc1n[nH]c(C)c1CCCCOc1ccc([N+](=O)[O-])cc1
    -1.1, 1.1
> CN1C(=O)[C@H]2[C@@H](/C=C/c3ccccc3)N3C(=O)CN(Cc4ccc(-c5ccccc5)cc4)C(=O)[C@@]3(C)[C@H]2C1=O
    nt, -0.6
> CCC(CO)Oc1cc(NC(=O)c2ccc(N)cc2)c2ncn(C(C)C)c2c1 (stereo not given)
    nt, 12
> CN(CC(=O)Nc1ccccc1Cl)C(=O)COC(=O)CNC(=O)c1ccc(Br)o1
    1.7, 0.6
> CC(=O)c1ccccc1OC(=O)CCN1C(=O)c2ccccc2C1=O
    2.4, -0.1
> O=C(Nc1cccc(O)c1)C1CC(c2c(F)cccc2Cl)=NO1 (stereo not given)
    -3.2, -3.2

More structures.
The line under a structure holds: Kir21 inh, STK33 inh
> CCC(C)NCCOCCOc1ccccc1-c1ccccc1 (stereo not given)
    -6.2*, 0.5
> Cc1ccc2c(c1)N(C(=O)CCC(=O)N1CCOCC1)CC(C)O2 (stereo not given)
    0.5, -1.3
> COc1ccc(NC(=O)C(NC(=O)c2ccc(C)cc2)c2ccccc2)cc1 (stereo not given)
    -1, 6.6
> Cc1ccc(/C=N/N2C(=S)SC(C)(C)C2N(O)C(=O)Nc2ccc([N+](=O)[O-])cc2)cc1 (stereo not given)
    -0.36, -1.5
> COc1cccc(-n2c(SCC(=O)NCc3cccs3)nc3ccccc3c2=O)c1
    -0.39, -1.0
> Cc1csc(NC(=O)CSc2nnc(CCNC(=O)c3cccs3)n2C)n1
    -0.15, -0.6
> O=C(O)CCS(=O)(=O)c1ccc(-c2ccccc2)cc1
    0.26, -2.7
> CCOc1ccc(CC(=N)C2=C(O)CC(C)(C)CC2=O)cc1OCC
    -0.07, nt
> Cc1ccc(S(=O)(=O)N(C)Cc2nc(-c3ccncc3)no2)cc1
    -2, 0.4
> COc1ccccc1NC(=O)C(=O)N/N=C(\C)CC(=O)Nc1ccc(OCc2ccccc2)cc1
    -0.47, nt
> O=C(O)CSc1c[nH]c2ccccc12
    -0.42, -1.0
> Cc1ccc(Cn2nnc3c(=O)[nH]c(C4CCN(S(=O)(=O)c5ccccc5)CC4)nc32)cc1
    0.19, -1.5
> COc1ccccc1N1CCN(C2CCCN(Cc3cccc(O)c3)C2)CC1 (stereo not given)
    0.5, -1.4
> Cc1[nH]n(-c2ccccc2)c(=O)c1N=Nc1ccc2c(c1)OCO2
    1.4, -0.8
> CCOC(=O)C1CCN(C(c2cc3ccc(C)c(C)c3[nH]c2=O)c2nnnn2C2CCCCC2)CC1 (stereo not given)
    -0.01, 0.8
> COC(=O)/C=C/C(=O)Nc1cccc(C(F)(F)F)c1
    -0.56, -1.1
> O=C(COc1cccc2ccccc12)NNC(=O)C1CCCO1 (stereo not given)
    0.9, -1.2
> CC(C)NC(=O)CCn1c(=S)oc2ccccc21
    0.15, -1.6
> CC(C)OCCCNC(=O)c1cn(C)c2ccc(S(=O)(=O)N(C)C3CCCCC3)cc2c1=O
    -0.25, -1.6
> CC(C)C(=O)N1C2CCC1CC(O)(c1ccc(F)cc1)C2 (stereo not given)
    -0.37, 0.5

Following part
The line under a structure holds: Kir21 inh, STK33 inh
> Cc1ccccc1OCC(=O)NCCNC(=O)c1cccnc1
    -2.5, -0.8
> COc1ccc(C(O)P(=O)(OCCC(C)C)c2ccc(N(C)C)cc2)cc1OC (stereo not given)
    0.15, -4.8
> COc1ccc(CC(=O)Nc2c(C(=O)N3CCN(c4ccccc4)CC3)oc3ccccc23)cc1OC
    -1.6, 0.2
> O=C(N/N=C/c1ccccc1OC(F)F)NC1CCCCC1
    0.98, 0.7
> COc1ccc(OC)c(C2CC(=O)Nc3c2c(=O)[nH]c2ncnn32)c1 (stereo not given)
    1.2, -1.8
> Cc1cccc(N2CCN(C(=O)c3c(-c4ccccc4)noc3C)CC2)c1C
    -0.56, -1.5
> Cc1cccc(N/C=C/C(=C(C#N)C#N)N(C)C)c1
    0.21, 0.8
> COc1ccc(C)cc1NC(=O)/C=C/c1ccc(OC)c(S(=O)(=O)N2CCOCC2)c1
    nt, -0.6
> Cn1c(CC(=O)Nc2ccccc2)nnc1SCC(=O)NC1=NCCS1
    -0.05, -0.7
> CC1=CC(=O)C=C(C)C1=NOC(=O)c1cccc([N+](=O)[O-])c1
    -0.18, 1.1
> N#Cc1ccc(OCc2cccc(S(=O)(=O)N3CCOCC3)c2)cc1
    -1.8, -0.8
> CCOC(=O)c1c(C)[nH]c(C(=O)N/N=C/c2cc([N+](=O)[O-])ccc2O)c1C
    0.87, -0.1
> Cc1cccc(Cn2c(SCCN3CCOCC3)nc3c2c(=O)n(C)c(=O)n3C)c1
    -0.14, 0.6
> CCOc1ccc2nc(NC(=O)CN3CCOCC3)sc2c1
    0.63, 1.2
> COc1ccccc1NC(=O)C(C)OC(=O)C1COc2ccccc2O1 (stereo not given)
    nt, -1.3
> COc1ccc(N2C(=O)C3CCCN3C2=S)cc1 (stereo not given)
    -0.16, -1.2
> COC(=O)N/N=C\c1c(C)nn(-c2ccccc2)c1Cl
    -1.4, -0.8
> COCCNc1nc(N)c([N+](=O)[O-])c(NCC2CCCO2)n1 (stereo not given)
    0.64, -0.2
> O=C(O)c1ccccc1CSc1nc2ccccc2[nH]1
    -1.3, -0.7
> CCOc1cccc(SCc2noc(C(=O)NCCOC)c2C(=O)O)c1
    -0.16, -0.5

Next section.
The line under a structure holds: Kir21 inh, STK33 inh
> O=C(NCC1CCN(c2ccc(S(=O)(=O)N3CCOCC3)cc2)CC1)c1cccc(Cl)c1
    1.7, -2.3
> CCOC(=O)N1CCN(C(=S)NC(=O)c2c(-c3c(Cl)cccc3Cl)noc2C)CC1
    -1.4, -1.2
> CC(=O)c1ccc(OCC(=O)NCC(c2ccco2)N2CCCCC2)cc1 (stereo not given)
    -0.06, 6.3
> NC(=O)Nc1n[nH]c(-c2ccccc2)n1
    0.02, 0.2
> O=C(Cn1nnc(-c2ccccc2)n1)N/N=C/c1cc([N+](=O)[O-])c(Cl)cc1Cl
    1.1, -0.6
> Cc1onc(-c2c(F)cccc2Cl)c1C(=O)NCCN1CCNC1=O
    -0.02, 2.4
> CCOC(=O)CN1C(=O)C(Sc2n[nH]c(-c3cccc(C)c3)n2)CCc2ccccc21 (stereo not given)
    -2, -1.4
> CCc1cc(=O)oc2cc(OCC(=O)N3CCC(C(N)=O)CC3)ccc12
    -0.46, -0.7
> C=CCOC(=O)C1=C(C)NC(=O)NC1/C=C/c1ccccc1 (stereo not given)
    2.2, -3.7
> O=C(CC1CC2CCC1C2)N1CCN(S(=O)(=O)c2ccccc2C(F)(F)F)CC1 (stereo not given)
    nt, 0.8
> COc1cccc(NC(=O)C2CCCN(S(=O)(=O)c3cccc4nonc34)C2)c1 (stereo not given)
    1.5, -2.5
> CCOC(=O)c1oc2cccc(OCC(O)CNC(C)C)c2c1C (stereo not given)
    -0.48, 1.2
> O=C(Nc1ccc(OC(F)(F)F)cc1)C1=NCCN1
    0.33, -1.0
> CCc1nnc(NC(=O)c2cc(-c3ccccc3)nn2-c2ccccc2)s1
    0.86, 0.3
> CCn1c(CNC(=O)c2ccco2)nnc1SCC(=O)Nc1ccccc1Cl
    -0.22, -1.1
> CCCSc1nnc(NC(=O)c2nc(SC)ncc2Cl)s1
    1.9, 1.8
> Cc1ccc(-n2c3nc(=O)n(C)c(=O)c-3cc3ccccc32)cc1
    0.39, -1.2
> Cc1ccc(NC(=O)CSc2nnc(NC(=O)C(C)C)s2)c(C)c1
    -0.17, -0.5
> S=C(Nc1ccccc1)Nn1cnnc1
    -1.4, -1.1
> Cc1ccc(S(=O)(=O)NN/C(=N/S(=O)(=O)c2ccccc2)c2ccccc2)cc1
    1.2, 0.2

Remaining list, next part.
The line under a structure holds: Kir21 inh, STK33 inh
> CC(C)(C)c1cc(C(=O)NC2CC2)n(Cc2ccc(F)cc2)n1
    1.5, 0.2
> Cc1ccc(-n2nc(C(=O)N/N=C/c3cccc(C(F)(F)F)c3)c3ccccc3c2=O)cc1C
    1.1, 0.3
> N#C/C(=C\Nc1ccc2cn[nH]c2c1)c1nc(-c2ccc(Cl)cc2)cs1
    -0.28, 0.2
> O=C(COC(=O)COc1cccc(C(F)(F)F)c1)NC(=O)NC1CCCCC1
    0.88, 0.2
> COc1cc(C(=O)Nc2ccccc2SCc2cc(=O)n3nc(C)sc3n2)cc(OC)c1OC
    1.2, 0.9
> Cc1oc2c(CN3CCCCC3C)c(O)ccc2c(=O)c1-c1ccc(Br)cc1 (stereo not given)
    0.92, -1.1
> CSc1ccccc1C(=O)N1CCN(S(=O)(=O)c2sc(C(=O)O)c(C)c2C(=O)O)CC1
    nt, -1.2
> CCc1cc2c(=O)c(-c3nc4ccccc4n3C)c(C)oc2c(CN2CCCCC2)c1O
    -1.3, -1.5
> CCCc1[nH]nc2c1C(Cc1ccccc1)C(C#N)=C(N)O2 (stereo not given)
    -0.51, -2.7
> COc1ccc(S(=O)(=O)Cc2ccc(C(=O)NCCc3ccc(S(N)(=O)=O)cc3)o2)cc1
    1.6, -0.8
> Cc1ccc(Oc2nc3ccccn3c(=O)c2/C=C(\C#N)C(=O)NC2CCS(=O)(=O)C2)c(C)c1 (stereo not given)
    -1.8, -0.2
> COc1ccc(OC)c(C(=O)CSc2nccc(-c3ccc(Br)cc3)n2)c1
    -0.65, -0.6
> Brc1ccc2c(c1)[C@H]1OCC[C@H]1[C@@H](c1cccs1)N2
    -0.02, -1.1
> N#Cc1c(-c2ccco2)cc(-c2ccccc2)[nH]c1=O
    -0.08, -0.1
> Cc1ccc(C(=O)NCC(c2ccco2)N2CCOCC2)cc1 (stereo not given)
    0.61, -1.1
> CC(=O)N1CCC2(CC1)C(C#N)=C(N)OC1=C2C(=O)CC(C)(C)C1
    -1, -2.0
> O=C(Nc1ccccc1)c1csc(-c2ccccc2)n1
    0.98, 0.7
> Cc1c(C(=O)N/N=C/c2cccnc2)sc(N)c1C#N
    -0.18, -0.2
> CC(C)(C)NC(=O)C(c1cccs1)N(Cc1cccs1)C(=O)c1csnn1 (stereo not given)
    -2, -2.0
> COc1ccc(C(=O)N(C)Cc2ccccc2F)cc1S(=O)(=O)N1CCCC1
    nt, -0.6

Complete entries, quoted from the list. Order of screens: Kir21 inh, STK33 inh
Cc1ccc(-n2c3nc(=O)n(C)c(=O)c-3cc3ccccc32)cc1 is listed with 0.39, -1.2
CCCCN(C)C(=O)c1cn(CC)c2nc(C)ccc2c1=O is listed with 1.7, 1.9
O=C(COC(=O)COc1cccc(C(F)(F)F)c1)NC(=O)NC1CCCCC1 is listed with 0.88, 0.2
COc1ccc(OC)c(C2CC(=O)Nc3c2c(=O)[nH]c2ncnn32)c1 (stereo not given) is listed with 1.2, -1.8

(listing goes on)
The line under a structure holds: Kir21 inh, STK33 inh
> COc1ccc(-n2c(=S)[nH]c3cc(C(=O)NCc4cccnc4)ccc3c2=O)c(OC)c1
    -1.2, -0.5
> CCSc1nc2c([nH]c3ccccc32)c(=O)n1C
    -0.35, -1.8
> CC1CCC2(CC1)NC(=O)N(CC(=O)NCCc1ccccc1)C2=O (stereo not given)
    nt, -0.4
> CCOC(=O)c1ccc(S(=O)(=O)NNC(=O)Cc2csc(C)n2)cc1
    nt, -1.6
> O=C(Nc1cccc(Cl)c1)c1ccc(F)c(S(=O)(=O)N2CCN(c3ccccn3)CC2)c1
    1.4, nt
> COc1ccc(C2C/C(=N\O)C(C)(C)O2)cc1 (stereo not given)
    -1.5, -1.3
> Cc1cc([N+](=O)[O-])nn1CCCC(=O)Nc1ccc2c(c1)OCO2
    1.8, -0.7
> COc1cc(C(=O)NCC(=O)N/N=C/c2ccc(OC(=O)c3ccco3)cc2)cc(OC)c1OC
    -0.23, -1.0
> O=C(Cn1c(=O)c2cccn2c2cccnc21)N1CCN(c2ccc(Cl)cc2)CC1
    0.5, -0.6
> Fc1ccc(Nc2ccnc(C(F)(F)F)c2)cc1
    0, 2.5

Entries above that bear a hit mark in Kir21 inh:
The line under a structure holds: Kir21 inh, STK33 inh
> CCC(C)NCCOCCOc1ccccc1-c1ccccc1 (stereo not given)
    -6.2*, 0.5

High-throughput results (PubChem)
